# Screening data from PubChem BioAssay.
# SENP7 block: blocks the human protease SENP7. AID 434973. recombinant SENP7, Z-RLRGG-aminoluciferin luminescence, 40 min. actives 1.5% (n = 330,000). inhibition, % at 5 µM;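 active = inhibition above about 50% at the single test dose, limit read from the data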;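 note: plate controls were DMSO with enzyme for no effect and no enzyme buffer wells for full effect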
# Target sequence (Q9BQF6 706-1050 limits assumed): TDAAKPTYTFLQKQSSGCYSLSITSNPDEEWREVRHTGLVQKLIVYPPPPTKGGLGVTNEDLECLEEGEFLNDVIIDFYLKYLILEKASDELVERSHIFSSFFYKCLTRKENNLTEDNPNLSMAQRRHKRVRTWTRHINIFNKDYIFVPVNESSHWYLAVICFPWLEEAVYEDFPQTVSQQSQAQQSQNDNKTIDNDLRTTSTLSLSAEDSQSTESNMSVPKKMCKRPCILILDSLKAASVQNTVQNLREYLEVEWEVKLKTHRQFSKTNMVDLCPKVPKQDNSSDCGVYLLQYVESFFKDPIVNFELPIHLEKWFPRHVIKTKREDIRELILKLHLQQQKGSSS
# APOBEC3G inh: APOBEC3G (human) deaminase inhibition. inhibition, % at 20 µM. actives 0.28% (n = 330,000). recombinant A3G, ssDNA deamination FAM/TAMRA fluorescence. Q9HC16. AID 493012;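 active = inhibition of at least 40% at 20 µM, with no more than 30% in the related APOBEC3A deaminase screen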;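 note: plate controls were DMSO wells with A3G for no effect and wells lacking A3G enzyme for full effect; some compounds called inactive have numbers as strong as hits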
# SENP8 block-1: inhibitors of human SENP8 protease; purified SENP8, Z-RLRGG-aminoluciferin cleavage, luminescence; inhibition, % at 10 µM; actives 1.2% (n = 330,000); AID 2540; in the data active = inhibition above about 50%
# Target sequence (Q96LD8 whole entry, looked up): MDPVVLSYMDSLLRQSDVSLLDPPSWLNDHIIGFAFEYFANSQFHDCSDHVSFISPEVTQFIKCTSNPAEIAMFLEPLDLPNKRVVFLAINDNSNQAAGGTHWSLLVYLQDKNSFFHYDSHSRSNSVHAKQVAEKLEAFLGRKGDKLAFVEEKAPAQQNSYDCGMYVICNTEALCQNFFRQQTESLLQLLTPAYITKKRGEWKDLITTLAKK
# SENP8 block-2: blocks human SENP8 cleavage of Nedd8 substrate; actives 0.64% (n = 360,000); inhibition, % at 20 µM; recombinant SENP8, Nedd8 substrate fluorescence; Q96LD8; AID 602440; in the data active = inhibition mostly above about 40%, no sharp cut-off; inactive = mostly below about 27%
# Apaf1 inhib: inhibitors of human Apaf-1 apoptosome; reconstituted apoptosome caspase-3 activity, DEVD-Rh110 fluorescence; inhibition, % at 20 µM; actives 0.71% (n = 330,000); AID 489030; active = inhibition of at least 40% at 20 µM;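 note: plate controls were DMSO wells for no effect and DEVD-CHO caspase inhibitor wells for full effect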
#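 Assay system: Apoptosome proteins | Medium: pH 7.5 Hepes buffer with CHAPS, BSA, DTT | Also added: Cytochrome c and DEVD-Rh110 substrate | Times: 30 min plus 50 min, RT | Detection: Rhodamine 110 fluorescence at Ex 480/Em 540 nm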
# UBC13 polyUb: blocks human UBC13 polyubiquitin chain formation; P61088; TR-FRET; inhibition, % at 20 µM; actives 0.47% (n = 330,000); AID 485273; in the data active = inhibition above about 45%, passing the limit was not always enough
# Target sequence (P61088 whole entry, looked up): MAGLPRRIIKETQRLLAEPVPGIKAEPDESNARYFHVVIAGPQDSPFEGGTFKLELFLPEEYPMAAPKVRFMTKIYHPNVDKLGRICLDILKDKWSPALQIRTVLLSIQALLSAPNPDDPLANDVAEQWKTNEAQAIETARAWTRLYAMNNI
# SENP1 inh: inhibitors of human SENP1 SUMO protease catalytic domain. Q9P0U3. recombinant SENP1 catalytic domain, CyPet-SUMO1-YPet FRET cleavage. inhibition, % at 10 µM. actives 0.21% (n = 360,000). AID 624204;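 active = inhibition at least 30% at 10 µM, raw YFP signal under a set limit, fluorescence ratio 0.5 to 1.5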;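 note: 0% = enzyme with DMSO and 100% = no enzyme wells; some results filed as inactive read as strong as hits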
#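 Assay system – human recombinant His6-tagged SENP1 catalytic domain enzyme · Input – SENP1 enzyme, 20 pM final · Buffer or medium – Tris pH 8 buffer plus EDTA, NaCl, BME, BSA, NP40, catalase · Schedule – 50 min reaction at room temperature · Technique – FRET read of cyan and yellow fluorescence · Control set – no-enzyme wells low, DMSO-plus-enzyme wells high control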
# SENP6 block: blocks the human protease SENP6; Q9GZR1; actives 1.8% (n = 330,000); inhibition, % at 10 µM; Recombinant SENP6 catalytic domain, aminoluciferin luminescence;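 active = inhibition above about 50% at the single tested dose, limit read from the data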;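 note: plate controls were DMSO wells with enzyme for no effect and DMSO wells lacking enzyme for full effect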
# Active calls of the source: *.
no. | structure | SENP7 block | APOBEC3G inh | SENP8 block-1 | SENP8 block-2
1 | CCOc1cc(/C=C2/C(=N)N3N=C(CC)SC3=NC2=O)ccc1OC(=O)c1ccco1 | -13.9 | -0.8 | 3.1 | -3.4
2 | Cn1nc(CC(=O)Nc2cccc3ncccc23)c2ccccc2c1=O | 1.0 | -2.9 | -1.7 | -89.6
3 | CCOC(=O)C1CCN(S(=O)(=O)c2nc3nc(C)cc(C)n3n2)CC1 | 4.7 | -1.4 | -8.5 | 8.2
4 | COc1ccc(S(=O)(=O)NCC(c2cccnc2)N2CCN(C)CC2)cc1C (stereo not drawn) | -9.4 | 4.0 | 2.3 | 12.4
5 | COc1ccc(OC)c(NC(=O)CSc2nnc3ccc(-c4ccncc4)nn23)c1 | 2.1 | -2.1 | -4.5 | -0.7
6 | COc1ccc(CNC(=O)CN2CCN(S(=O)(=O)c3c(C)c(C)cc(C)c3C)CC2)cc1OC | -6.5 | -6.4 | -19.4 | -4.9
7 | Cc1c(/C=N/NC(=O)C(C)(C)Oc2ccc(Cl)cc2)cnn1C | 6.2 | -6.2 | -4.2 | 12.0
8 | CC1(C)CC(=O)C=C(c2ccc(Cl)c(C(F)(F)F)c2)C1 | 6.9 | -6.2 | 5.8 | 13.9

no. | Apaf1 inhib | UBC13 polyUb | SENP1 inh | SENP6 block
1 | 7.5 | -0.6 | -70.1 | -4.9
2 | 6.8 | 10.1 | -0.2 | -4.6
3 | -2.7 | 4.5 | 3.9 | -11.9
4 | 13.2 | 1.7 | -5.8 | -10.0
5 | -3.1 | 1.1 | 0.2 | -6.6
6 | 28.0 | -2.0 | 1.9 | -13.1
7 | -19.1 | 21.0 | 1.8 | -12.6
8 | 8.7 | -2.9 | 0.3 | -3.8

# Whole records as entered above:
# `Cn1nc(CC(=O)Nc2cccc3ncccc23)c2ccccc2c1=O` across the screens: SENP7 block = 1.0; APOBEC3G inh = -2.9; SENP8 block-1 = -1.7; SENP8 block-2 = -89.6; Apaf1 inhib = 6.8; UBC13 polyUb = 10.1; SENP1 inh = -0.2; SENP6 block = -4.6
# `COc1ccc(OC)c(NC(=O)CSc2nnc3ccc(-c4ccncc4)nn23)c1` across the screens: SENP7 block = 2.1; APOBEC3G inh = -2.1; SENP8 block-1 = -4.5; SENP8 block-2 = -0.7; Apaf1 inhib = -3.1; UBC13 polyUb = 1.1; SENP1 inh = 0.2; SENP6 block = -6.6

# Later entries.
no. | structure | SENP7 block | APOBEC3G inh | SENP8 block-1 | SENP8 block-2
9 | COc1ccc(/C=C(/NC(=O)/C=C/c2ccccc2)C(=O)N2CCOCC2)cc1 | -2.4 | -4.5 | -2.2 | 7.7
10 | Cc1ccc(CS(=O)(=O)Cc2ccc(C(=O)NC3CCCC3)o2)cc1 | -2.3 | -3.3 | -1.4 | 17.5
11 | CC(=O)C1=C(O)C(=O)N(c2ccc(Br)cn2)C1c1ccc(Br)cc1 (stereo not drawn) | 5.4 | 0.1 | 2.7 | -318.3
12 | Cc1cc(NC(=O)C(C)SCC(=O)N(C)Cc2ccccc2F)no1 (stereo not drawn) | 4.4 | -5.4 | -2.9 | 2.7
13 | CCN(CC)S(=O)(=O)c1ccc(C(=O)Oc2cc(C)[nH]c(=O)c2[N+](=O)[O-])cc1 | 6.1 | -8.3 | -1.9 | 11.6
14 | O=C(Nc1ccc2c(c1)OCO2)N1CCN(c2ccccc2Cl)CC1 | 0.9 | -7.9 | -4.6 | 5.8
15 | Cc1ccccc1Nc1nnc(SCc2cc([N+](=O)[O-])cc3c2OCOC3)s1 | 6.1 | 0.0 | -2.3 | 17.2
16 | Cc1cc(OCCCCCn2ccnc2)cc(C)c1Cl | -10.7 | -5.0 | -15.1 | -0.1

no. | Apaf1 inhib | UBC13 polyUb | SENP1 inh | SENP6 block
9 | -12.8 | -4.1 | -4.7 | -10.3
10 | -3.9 | 4.5 | 1.1 | -1.5
11 | 12.9 | 3.5 | -3.9 | -19.3
12 | -4.4 | 6.7 | 1.1 | -3.6
13 | -16.5 | 7.8 | 2.2 | -2.6
14 | -5.2 | -9.3 | 3.3 | -1.8
15 | 9.3 | -8.7 | 1.5 | 1.2
16 | 27.4 | 18.2 | -1.4 | -56.0

# Structural class, the compounds so far containing a furan ring, fused or not.
no. | structure | SENP7 block | APOBEC3G inh | SENP8 block-1 | SENP8 block-2
1 | CCOc1cc(/C=C2/C(=N)N3N=C(CC)SC3=NC2=O)ccc1OC(=O)c1ccco1 | -13.9 | -0.8 | 3.1 | -3.4
10 | Cc1ccc(CS(=O)(=O)Cc2ccc(C(=O)NC3CCCC3)o2)cc1 | -2.3 | -3.3 | -1.4 | 17.5

no. | Apaf1 inhib | UBC13 polyUb | SENP1 inh | SENP6 block
1 | 7.5 | -0.6 | -70.1 | -4.9
10 | -3.9 | 4.5 | 1.1 | -1.5

# (next part)
no. | structure | SENP7 block | APOBEC3G inh | SENP8 block-1 | SENP8 block-2
17 | CCC1Oc2ccc(C)cc2N(CC(=O)NCCC2=CCCCC2)C1=O (stereo not drawn) | 6.3 | 2.9 | 4.4 | 22.1
18 | Cc1cccc(S(=O)(=O)NC2CCCCCCC2)c1 | -6.2 | -9.4 | -11.0 | 5.5
19 | C[C@@H]1NC(=O)N(CCCn2ccnc2)C1=O | -9.4 | -9.9 | -2.4 | 9.3
20 | COc1ccc(NC(=O)COC(=O)c2c(C)noc2C)c(OC)c1 | 2.8 | -2.9 | -1.9 | 14.1
21 | COc1ccc(NC(=O)[C@H](C)NC(=O)[C@@H]2Cc3ccccc3CN2C(=O)OC(C)(C)C)cc1 | 5.3 | 1.3 | 8.0 | 14.4
22 | O=C(CSc1nnc(NC(=O)c2c(F)cccc2F)s1)NC1CC1 | -3.6 | -9.2 | -6.5 | 16.2
23 | O=C(CCCCn1c(=O)c2ccccc2n(CC(=O)Nc2ccc(F)cc2)c1=O)NCc1ccco1 | 5.7 | 0.6 | 4.4 | 20.1
24 | CC(C)CC(=O)N1CCC(O)(CS(=O)(=O)Cc2ccc(Cl)cc2)CC1 | -7.0 | 0.0 | -5.5 | 6.6

no. | Apaf1 inhib | UBC13 polyUb | SENP1 inh | SENP6 block
17 | 13.8 | 3.3 | 0.3 | -10.2
18 | 19.7 | -5.5 | 1.2 | -11.5
19 | 3.3 | 4.3 | 0.5 | -37.9
20 | -3.6 | 0.8 | 0.5 | -0.8
21 | -8.0 | -11.9 | 2.7 | 3.6
22 | 3.8 | -7.4 | -0.6 | -10.3
23 | -1.4 | 2.4 | 2.3 | 14.6
24 | -4.2 | -6.3 | 1.4 | -4.9

# Given bar-delimited: entries from further up.
cpd | canonical_smiles | SENP7 block | APOBEC3G inh | SENP8 block-1 | SENP8 block-2 | Apaf1 inhib | UBC13 polyUb | SENP1 inh | SENP6 block
21 | COc1ccc(NC(=O)[C@H](C)NC(=O)[C@@H]2Cc3ccccc3CN2C(=O)OC(C)(C)C)cc1 | 5.3 | 1.3 | 8.0 | 14.4 | -8.0 | -11.9 | 2.7 | 3.6
22 | O=C(CSc1nnc(NC(=O)c2c(F)cccc2F)s1)NC1CC1 | -3.6 | -9.2 | -6.5 | 16.2 | 3.8 | -7.4 | -0.6 | -10.3
23 | O=C(CCCCn1c(=O)c2ccccc2n(CC(=O)Nc2ccc(F)cc2)c1=O)NCc1ccco1 | 5.7 | 0.6 | 4.4 | 20.1 | -1.4 | 2.4 | 2.3 | 14.6
24 | CC(C)CC(=O)N1CCC(O)(CS(=O)(=O)Cc2ccc(Cl)cc2)CC1 | -7.0 | 0.0 | -5.5 | 6.6 | -4.2 | -6.3 | 1.4 | -4.9

# Next records follow:
no. | structure | SENP7 block | APOBEC3G inh | SENP8 block-1 | SENP8 block-2
25 | O=C(NCc1ccncc1)C(=O)NCC1OCCN1S(=O)(=O)c1ccc(Cl)cc1 (stereo not drawn) | 11.7 | -1.7 | -10.9 | -2.4
26 | O=C(CSc1nc(-c2ccco2)cc(C(F)(F)F)n1)NCc1cccs1 | 2.1 | -4.3 | 4.6 | -30.7
27 | Nc1[nH]n2c(=O)c3c(nc2c1N=Nc1ccccc1)CCCC3 | -3.8 | -3.0 | 3.3 | 52.9*
28 | Cc1cc(=O)c2n(Cc3ccc(Cl)cc3)nc[n+]2[nH]1 | 4.9 | -9.1 | 3.3 | 16.1
29 | CN1CCN(c2oc(-c3ccccc3F)nc2S(=O)(=O)c2ccc(Cl)cc2)CC1 | -3.9 | -13.2 | -11.9 | -0.1
30 | CCOc1ccccc1-c1nc(C(N)=O)c2[nH]c(=O)n(-c3cccc(C)c3)c2n1 | 5.4 | -7.2 | 1.7 | -360.5
31 | CCOc1ccc(NC(=O)C2CCN(C(=O)N3CCOc4ccccc43)CC2)cc1 | 0.5 | -6.3 | 7.3 | 15.8

no. | Apaf1 inhib | UBC13 polyUb | SENP1 inh | SENP6 block
25 | -8.7 | -6.0 | -0.6 | -9.1
26 | 7.1 | 1.0 | -1.3 | 0.5
27 | 28.0 | -210.2 | 3.9 | 6.5
28 | -12.3 | 2.0 | -2.1 | 4.3
29 | 11.7 | -2.4 | -0.4 | -12.2
30 | 7.5 | 24.8 | 0.3 | -6.4
31 | -1.4 | -6.9 | 1.2 | 3.4
